TbREL1 inh = TbREL1 inhibition, primary screen | P86926 | TbREL1 RNA ligation, FRET fluorescence | inhibition, % at 9.66 µM | 89,000 tested, 0.49% active | AID 1117264;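 active = inhibition above the mean inhibition across all screened compounds plus 3 SD, cut at about 11% in these data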;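 also: 0% = plate median of test wells and 100% = NSC42067 control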
Target sequence (P86926 whole entry, looked up): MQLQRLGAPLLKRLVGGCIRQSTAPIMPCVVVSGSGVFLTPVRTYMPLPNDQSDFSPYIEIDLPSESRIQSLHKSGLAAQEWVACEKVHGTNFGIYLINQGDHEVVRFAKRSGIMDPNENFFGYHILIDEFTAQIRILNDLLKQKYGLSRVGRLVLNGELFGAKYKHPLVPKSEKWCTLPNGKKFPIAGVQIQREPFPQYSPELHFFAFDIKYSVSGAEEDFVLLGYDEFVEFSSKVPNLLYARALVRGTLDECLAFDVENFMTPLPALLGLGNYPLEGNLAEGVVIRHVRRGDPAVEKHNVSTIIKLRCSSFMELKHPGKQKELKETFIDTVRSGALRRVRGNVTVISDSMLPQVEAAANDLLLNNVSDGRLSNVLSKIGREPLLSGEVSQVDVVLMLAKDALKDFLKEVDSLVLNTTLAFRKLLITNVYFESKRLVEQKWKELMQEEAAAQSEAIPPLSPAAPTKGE
Active calls of the source: *.

TbREL1 inh	molecule
5	CCNS(=O)(=O)c1ccc2nc(NC(=O)c3cccnc3)sc2c1
-1	CC1(C)CSC(=S)N1S(=O)(=O)c1ccccc1
-1	CC(CC(=O)Nc1ccc2c(c1)c(=O)n(C)n2-c1ccccc1)c1ccccc1 (stereo unspecified)
8	N#C/C(=C\c1ccc(Cl)cc1)c1nc2ncccc2[nH]1
-4	O=C(COC(=O)/C=C/c1cccc(Cl)c1)NC(=O)NCc1ccccc1
-2	Cc1cc(NC(=O)c2ccco2)ncc1NC(=O)Cc1ccccc1
6	COc1ccc(NC(=O)Cn2nnc(C(=O)NCc3cccs3)c2N)cc1
7	C=CC[C@@H](Cc1ccc(F)cc1)C(=O)OC[C@H]1CCCN1C(=O)[C@H](CC=C)CC(=O)N[C@H](CO)Cc1ccccc1
1	COC(=O)C1C2C=CC3(CN(C(C)c4ccc(OC)cc4)C(=O)C13)O2 (stereo unspecified)
0	CCN(C(=O)CSc1nc(C)nc2sc(C)c(C)c12)C1CCS(=O)(=O)C1 (stereo unspecified)
-1	COc1ccc(N(CC(=O)N2CCc3ccccc3C2)S(=O)(=O)c2c(C)nn(C)c2C)cc1
-2	CC1(c2ccc(OC(F)F)cc2)NC(=O)N(CC(=O)NC2CCCCC2)C1=O (stereo unspecified)
1	O=C(Nc1ccc(Nc2ccccc2)cc1)N1CCOCC1
2	N#CCCN(CC(=O)O)S(=O)(=O)c1ccccc1
1	Cc1ccccc1-c1cc(C(=O)NCc2ccc(OC(F)(F)F)cc2)nn1CC1CC(c2cccc([N+](=O)[O-])c2)=NO1 (stereo unspecified)
0	COc1ccccc1CC(=O)N1CCN(c2ccccc2)CC1
4	c1ccc(Cn2nnc3c(NCc4ccc5c(c4)OCO5)nc(C4CC4)nc32)cc1
3	O=C(Cc1ccccc1)NCC(=O)N1CCC1
-1	COc1cc(NC(=S)NC(=O)c2ccccc2C)ccc1NC(=O)c1cccs1
-2	c1c2c(cc3sc(N4CCOCC4)nc13)OCCO2
1	CCOc1ccc(NC(=O)CN2CC(c3ccccc3)CC2=O)cc1 (stereo unspecified)
-8	COc1ccc(-n2c(Cc3cccn3C)nnc2SCC(=O)Nc2nccs2)cc1
3	CC1(C(=O)NS(=O)(=O)c2ccccc2)CCN1C(=O)CCc1ccc(Cl)cc1Cl (stereo unspecified)
-4	O=S(=O)(CCN1CCN(c2ccccc2O)CC1)c1ccc(Cl)cc1
-2	O=S1(=O)CC(N2CCN(Cc3ccccc3F)CC2)CN1Cc1cn(Cc2ccc(C(F)(F)F)cc2)nn1 (stereo unspecified)
-3	CCCC(=O)c1c[nH]c(C(=O)NCc2cccnc2)c1
3	COc1ccc(-n2c(=O)c(CCC(=O)N3CCN(c4ccccc4O)CC3)nc3ccccc32)cc1
0	CN1N=C(C(=O)N2CCCC(N3CCN(c4ccc(F)cc4)CC3)C2)CCC1=O (stereo unspecified)
-1	CN(C)C(=O)c1nc2ccc(Cl)cn2c1CNCc1cccc(OC(F)(F)F)c1
2	O=C(CN1C(=O)c2ccccc2C1=O)Nc1ccccc1C(F)(F)F
6	Cc1ccccc1NC(=O)C1CCCN1S(=O)(=O)c1cccnc1 (stereo unspecified)
4	CCCC(c1nnnn1Cc1ccco1)N1CCN(c2cc(Cl)ccc2C)CC1 (stereo unspecified)
3	CCN(C1CCCCC1)S(=O)(=O)CCNC(=O)c1ccc2c(c1)OCO2
0	CC(C)[C@H](NC(=O)c1ccccc1)C(=O)NC1CCCCCCC1
0	O=C(NCc1ccco1)/C(=C/c1cccnc1)NC(=O)c1ccco1
-2	O=C(NCC1CCCO1)C1CCN(C2CCN(C(=O)Cc3ccsc3)CC2)CC1 (stereo unspecified)
-1	O=C(Nc1cc(S(=O)(=O)Nc2ccc(Cl)cc2)ccc1O)c1ccc(F)cc1F
-2	CC(=N\O)/C(CN(C)C)=N/O
-3	CCc1c(O)nc(N2CCN(Cc3ccccc3)CC2)[nH]c1=O
3	CC(NC(=O)CN1CCN(CC(=O)Nc2ccccc2Cl)CC1)c1ccc(Br)cc1 (stereo unspecified)
3	CCS(=O)(=O)Nc1ccc2c(c1)C(=O)N(C)[C@@H]1CC[C@H](CC(=O)N3CCCCC3)O[C@H]1CO2
4	C#CCOCCOCCOCCNc1nc(N2CCN(C(=O)[C@H](CCCCN)n3cc(CN)nn3)CC2)nc(N2CCN(C(=O)[C@H](CCCCN)n3cc([C@@H](N)CC(N)=O)nn3)CC2)n1
-1	Cc1ccccc1Nc1nnc(SCc2cc(=O)n3ccsc3n2)s1
3	CCOC(=O)[C@]12CCCC=C1N(Cc1ccccc1)C(=O)[C@H](CC(=O)NCCc1ccccc1OC)C2
-1	CC[C@]12c3[nH]c4ccccc4c3CCN1C(=O)C(CC(=O)NCc1ccco1)C[C@@H]2C(=O)N1CCN(C(=O)C2CC2)CC1 (stereo partly specified)

20 entries from above, set out differently:
| SMILES | TbREL1 inh |
| --- | --- |
| CCNS(=O)(=O)c1ccc2nc(NC(=O)c3cccnc3)sc2c1 | 5 |
| CC1(C)CSC(=S)N1S(=O)(=O)c1ccccc1 | -1 |
| CC(CC(=O)Nc1ccc2c(c1)c(=O)n(C)n2-c1ccccc1)c1ccccc1 (stereo unspecified) | -1 |
| N#C/C(=C\c1ccc(Cl)cc1)c1nc2ncccc2[nH]1 | 8 |
| O=C(COC(=O)/C=C/c1cccc(Cl)c1)NC(=O)NCc1ccccc1 | -4 |
| Cc1cc(NC(=O)c2ccco2)ncc1NC(=O)Cc1ccccc1 | -2 |
| COc1ccc(NC(=O)Cn2nnc(C(=O)NCc3cccs3)c2N)cc1 | 6 |
| C=CC[C@@H](Cc1ccc(F)cc1)C(=O)OC[C@H]1CCCN1C(=O)[C@H](CC=C)CC(=O)N[C@H](CO)Cc1ccccc1 | 7 |
| COC(=O)C1C2C=CC3(CN(C(C)c4ccc(OC)cc4)C(=O)C13)O2 (stereo unspecified) | 1 |
| CCN(C(=O)CSc1nc(C)nc2sc(C)c(C)c12)C1CCS(=O)(=O)C1 (stereo unspecified) | 0 |
| COc1ccc(N(CC(=O)N2CCc3ccccc3C2)S(=O)(=O)c2c(C)nn(C)c2C)cc1 | -1 |
| CC1(c2ccc(OC(F)F)cc2)NC(=O)N(CC(=O)NC2CCCCC2)C1=O (stereo unspecified) | -2 |
| O=C(Nc1ccc(Nc2ccccc2)cc1)N1CCOCC1 | 1 |
| N#CCCN(CC(=O)O)S(=O)(=O)c1ccccc1 | 2 |
| Cc1ccccc1-c1cc(C(=O)NCc2ccc(OC(F)(F)F)cc2)nn1CC1CC(c2cccc([N+](=O)[O-])c2)=NO1 (stereo unspecified) | 1 |
| COc1ccccc1CC(=O)N1CCN(c2ccccc2)CC1 | 0 |
| c1ccc(Cn2nnc3c(NCc4ccc5c(c4)OCO5)nc(C4CC4)nc32)cc1 | 4 |
| O=C(Cc1ccccc1)NCC(=O)N1CCC1 | 3 |
| COc1cc(NC(=S)NC(=O)c2ccccc2C)ccc1NC(=O)c1cccs1 | -1 |
| c1c2c(cc3sc(N4CCOCC4)nc13)OCCO2 | -2 |

Next records follow:
TbREL1 inh	molecule
-4	C=CCc1cccc(CNc2c(C)n(C)n(-c3ccccc3)c2=O)c1O
1	CC(C)C(O)(CC#CCN1CCCC1)c1ccccc1 (stereo unspecified)
3	O=C1C=C(c2cccc(Br)c2)C[C@@H](c2ccc(F)cc2)C1
5	CCC(C)Sc1cc(C(F)(F)F)c(C(=O)Nc2ccc(Cl)cc2)cn1 (stereo unspecified)
0	COc1ccc([C@@H]2[C@H]3C(=O)N(c4cccc(C(F)(F)F)c4)C(=O)[C@H]3ON2C)cc1
0	COc1ccc(/C(O)=C2/C(=O)C(=O)N(CCN3CCOCC3)C2c2ccccn2)cc1OC (stereo unspecified)
1	CCN(CC(=O)Nc1ccc2c(c1)OCO2)Cc1nc2ccccc2c(=O)[nH]1
0	COC(=O)c1cccc(NS(C)(=O)=O)c1
6	COc1ccc(Sc2cc(C(F)(F)F)nc(-c3ccccn3)n2)cc1
6	CS(=O)(=O)Nc1ccccc1NS(C)(=O)=O
0	Cc1cc(=O)oc2cc(NC(=O)Cc3ccccc3[N+](=O)[O-])ccc12
5	COc1ccc(NC(=O)COc2ccccc2Cc2ccccc2)cn1
0	COCC(=O)Nc1cccc2ccccc12
-2	COc1ccccc1CNC(=O)C1CC(c2c(Cl)cccc2Cl)=NO1 (stereo unspecified)
-2	CC1(OC(=O)C2CCCC2)C(=O)C=C2C=C(c3ccsc3)OC=C2C1=O (stereo unspecified)
-2	Cc1ccc(N2C(=O)CC(NNc3nc4ccccc4s3)C2=O)cc1C (stereo unspecified)
0	CN(Cc1nc2ccccc2c(=O)[nH]1)C(=O)c1cc(-c2ccc(Br)cc2)nc2ccccc12
0	Cc1c(/C=N/NC(=O)c2ccc3c(c2)OCO3)cnn1C
-3	COc1ccc(-c2[nH]ncc2CN2CCCC(C(=O)c3cccc(OC)c3)C2)cc1 (stereo unspecified)
6	O=C(Cn1cnc2c(oc3ccccc32)c1=O)NCc1ccccc1
9	O=C(O)CCc1nn2c3ccccc3n(CC(=O)c3ccccc3)c2nc1=O
0	COc1ccc(Cl)cc1NC(=O)CN(C)C(=O)C1CCN(C(=O)Nc2ccccc2)CC1
-3	CCOc1ccc(N(CC(=O)Nc2c(C)n(C)n(-c3ccccc3)c2=O)S(=O)(=O)c2cccs2)cc1
-4	O=C1/C(=C\c2ccc(-c3ccccc3Cl)o2)SC(=S)N1CC1CCCO1 (stereo unspecified)
-2	CCN(CC(=O)NCc1cccs1)S(=O)(=O)c1ccc([N+](=O)[O-])cc1
-1	O=C(COC(=O)c1cccc(S(=O)(=O)N2CCc3ccccc32)c1)Nc1ncc(Cl)cc1Cl
1	CN1CCN(Cc2oc(CO)cc(=O)c2O)CC1
1	Cc1ccc(C)c(N2CCN(CCCNC(=O)Cn3cc4c(n3)CCC(C)C4)CC2)c1 (stereo unspecified)
1	Cc1ccc(C(=O)NC2CCCCC2)cc1S(=O)(=O)N1CCCC1
-4	CCCn1c(C(C)Nc2nc(-c3cc(Cl)c(N)c(Cl)c3)cs2)nc2cc(Cl)c(N3CCCCC3)cc21 (stereo unspecified)
3	Cc1nc(-c2ccc(F)cc2)c(CC(=O)N(C)CC(=O)Nc2ccccc2Br)s1
-8	CC(=O)NNC(=O)CCn1c2c(c3ccccc31)CCCC2
1	O=C(CSc1ncnc2scc(-c3ccccc3)c12)NC1CCS(=O)(=O)C1 (stereo unspecified)
-2	COc1ccc(S(=O)(=O)Nc2cc3c4c(oc3c3ccccc23)CCCC4=O)cc1
1	COC(=O)C1=C(C)N(Cc2ccco2)C(=O)N[C@@H]1c1ccc(Br)cc1
3	O=C(O)CCCCNS(=O)(=O)c1ccc(Cl)c(C(F)(F)F)c1
-2	Cc1noc(C)c1NC(=O)N(C)C[C@H]1Oc2c(NC(=O)c3ccncc3)cccc2C(=O)N([C@H](C)CO)C[C@@H]1C
-2	COc1ccc(N2CCN(C(=O)c3[nH]c(C(F)(F)F)nc3-c3ccccc3)CC2)cc1
-3	COc1ccc(/C=N/NC(=O)c2cc(C)oc2C)cc1OCc1ccccc1
3	COC(=O)Cn1cnc2c(C#N)c3n(c2c1=O)CCCC3
-3	C=CCOc1ccc(/C(O)=C2\C(=O)C(=O)N(CCCOC)C2c2ccncc2)cc1 (stereo unspecified)
4	CSc1nnc(-c2cc(C)on2)n1-c1ccccc1
13*	CNc1nc(Nc2ccc(C)c(Cl)c2)nc(N)c1[N+](=O)[O-]
-1	Cc1cc(C(=O)N/N=C/c2cc(Br)cc(Br)c2OC(=O)c2cccc(F)c2)n[nH]1
9	COCCNC(=S)c1ccc(Br)cc1
-6	CCOC(=O)c1ccc(NC(=S)NCCC2=CCCCC2)cc1
-3	Cc1ccc(S(=O)(=O)Nc2ccc3oc(=O)sc3c2)c(C)c1
0	Cc1ccn2c(=O)nc(SCC(=O)Nc3cc(C)on3)nc2c1
0	Cc1ccc(C(=O)C(C)OC(=O)c2cc(=O)[nH]c3ccccc23)cc1 (stereo unspecified)
-3	CC[C@@H](CCC=C(C)C)C(=O)N(Cc1ccccc1)c1ccccc1
-3	COc1ccc(CCNC(=O)CCn2c(SCC(=O)N3CCCC3)nc3ccccc3c2=O)cc1OC
-1	CC(C)OP(=O)(c1ccc(N(C)C)cc1)C(O)c1ccncc1 (stereo unspecified)
-1	CC12CCC(C(=O)O)(C/C1=N\O)C2(C)C (stereo unspecified)
1	CC(C)CNC(=O)COc1ccc(Sc2ccc(OCC(=O)NCC(C)C)cc2)cc1
-3	CCOC(=O)[C@H]1[C@H]2COc3ccc(Br)cc3[C@@H]2N2C(=O)CN(Cc3ccc(C)cc3)C(=O)[C@@]12C
2	COc1cc(SC)ccc1C(=O)NCCOc1ccccc1Cl
1	Cc1ccc(C(=O)COC(=O)c2cc(Cl)ccc2O)cc1[N+](=O)[O-]
36*	CCC[C@H]1[C@@H](NC(=O)C2CCCCC2)CC[C@@]23CCCN2C(=O)CCC[C@@H]13
-1	CCN(C(=O)COC(=O)CCOc1ccccc1)c1c(N)n(Cc2ccccc2)c(=O)[nH]c1=O
1	CC1(C(=O)Nc2cccc(-n3cnnn3)c2)Cc2ccccc2C(=O)O1 (stereo unspecified)

Further structures.
TbREL1 inh	molecule
-5	C=CCNC(=S)NCc1ccc(CNC(=S)NCC=C)cc1
11*	Cc1ccc(-c2nn(-c3ccccc3)cc2/C=C/C(=O)O)o1
-3	Cc1cc(C(=O)CN2CCN(CC(=O)Nc3cccc(F)c3)CC2)c(C)n1C1CC1
-3	COc1ccccc1N1CCN(C(=O)c2ccc3c(=O)n4c(nc3c2)CCCCC4)CC1
4	Nc1cccc2cccc([N+](=O)[O-])c12
-2	O=C(c1ccc(-c2ccc([N+](=O)[O-])cc2)o1)N1CCCCCCC1
0	CCS(=O)(=O)n1nc(-c2ccc(Cl)cc2)nc1N
6	O=C1c2ccccc2NC(c2ccc(-c3ccccc3F)o2)N1O (stereo unspecified)
0	CC1=C(C(=O)OCc2ccccc2)C(c2ccccc2Cl)NC(=O)N1CCCC(=O)O (stereo unspecified)
3	COc1cc(/C=N/O)c(Br)cc1OCC(=O)Nc1ccccc1C
4	CCSC1=C(C#N)C(c2ccc(F)cc2)CC(=O)N1 (stereo unspecified)
-4	CCCC(=O)Nc1ccc2nc(SCC(=O)Nc3nccs3)sc2c1

Screening results from PubChem.

Not all compounds are listed; the hit share may differ from the screen's.
